Screening data as filed in PubChem.
KB-V1 cytotox – qHTS assay for MDR1-selective chemotherapeutics: Primary screen using the drug-selected MDR subline cells KB-V1; KB-V1 MDR cells viability, CellTiter-Glo, 72 h; Potency, µM (titrated, usually from 46.1 µM), for inactives: top-dose activity change, negative = cytotoxicity, most hits filed as cytotoxic; actives 3.4% (n = 400,000); AID 1347076, 2019; further: potency means the concentration at half of the fitted maximal effect; on the % scale 0 is the no-effect control and ±100 the full control effect; nearly all actives have a fitted effect of over 60% in size
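KB-V1 cells (P-gp-expressing MDR subline of KB-3-1) in phenol-red-free DMEM with 10% FBS were exposed to library compounds over a concentration series for 72 h at 37 degrees C. Viability read by CellTiter-Glo luminescence; concentration-effect curves fitted after normalization.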
GLP1R ag – qHTS of GLP-1 Receptor Agonists; HEK293 GLP-1R CRE-luciferase, luminescence, 4-6 h; cells express a hypersensitive GLP-1R form; Potency, µM (series often up to 45.6 µM), without a hit: at the top dose activation, hits mostly activators; actives 0.007% (n = 380,000); further: potency means the concentration at half of the fitted maximal effect; % of control where 0% means no effect
Target sequence (P43220 whole entry, looked up): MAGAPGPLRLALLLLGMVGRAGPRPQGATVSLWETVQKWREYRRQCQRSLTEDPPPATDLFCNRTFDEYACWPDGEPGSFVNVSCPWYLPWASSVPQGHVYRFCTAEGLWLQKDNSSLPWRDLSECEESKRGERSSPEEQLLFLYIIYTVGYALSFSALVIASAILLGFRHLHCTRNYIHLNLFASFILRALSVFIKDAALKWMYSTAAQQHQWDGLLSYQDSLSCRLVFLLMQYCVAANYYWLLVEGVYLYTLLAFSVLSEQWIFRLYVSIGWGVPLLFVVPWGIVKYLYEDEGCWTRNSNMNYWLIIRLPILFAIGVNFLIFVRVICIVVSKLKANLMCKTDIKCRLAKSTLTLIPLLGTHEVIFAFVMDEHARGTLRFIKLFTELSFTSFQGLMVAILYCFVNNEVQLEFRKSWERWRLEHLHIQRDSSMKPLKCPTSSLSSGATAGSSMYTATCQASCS
KB-3-1 tox – qHTS assay for MDR1-selective chemotherapeutics: Primary screen using the parental adenocarcinoma cell KB-3-1; KB-3-1 viability, CellTiter-Glo ATP luminescence, 72 h; Potency, µM (series often up to 46.1 µM), inactives show at the top dose activity change, negative = cytotoxic, most hits filed as cytotoxic; actives 1.4% (n = 400,000); AID 1347075, 2019; further: potency means the concentration at half of the fitted maximal effect; on the % scale 0 is the no-effect control and ±100 the full control effect; nearly all actives have a fitted effect of over 60% in size
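Luminescent ATP read-out (CellTiter-Glo) measures survival of drug-naive KB-3-1 cells after 72 h compound exposure at 37 °C. Titration series was screened from lowest to highest concentration, with DMSO vehicle plates as background controls.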
SW480 rereplic – A quantitative high throughput screen for small molecules that induce DNA re-replication in SW480 colon adenocarcinoma cells | SW480 DNA re-replication, Hoechst DNA content imaging, 48 h | Potency, µM (titrated, usually from 46.1 µM), for the others: at the top dose re-replication activation, actives largely listed as activators | actives 1.8% (n = 340,000) | AID 624297, 2012; further: potency means the concentration at half of the fitted maximal effect; % of control where 0% means no effect; nearly all actives have a fitted effect of over 55% in size
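Cells (250 per well) received 23 nL compound or DMSO by pin tool and were kept 48 hr at 37 C, 5% CO2. Nuclei were then stained with Hoechst for 40 min and scanned for DNA content.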
HT1080-NT tox – qHTS for induction of synthetic lethality in tumor cells producing 2HG: qHTS for the HT-1080-NT fibrosarcoma cell line | HT-1080-NT fibrosarcoma viability, CellTiter-Glo ATP luminescence, 48 h | Potency, µM (doses to about 46.1 µM), inactives show at the top dose activity, negative = less viability, usual class: cytotoxic | actives 1.6% (n = 360,000) | AID 686970, 2013;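 further: NT is the 2HG producing partner of a matched IDH1 knockdown line; potency means the concentration at half of the fitted maximal effect; 0% = DMSO-treated cells and -100% = media-only wells without cells; nearly all actives have a fitted effect of over 55% in size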
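750 cells/well, RPMI + 5% FBS; 2 h settle, compound pin-transfer, 48 h at 37 degrees C. CellTiter-Glo 10 min RT, luminescence. Normalized to DMSO and media-only wells.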
HT1080 IDH1KD tx – qHTS for induction of synthetic lethality in tumor cells producing 2HG: qHTS for the HT-1080-IDH1KD cell line | HT-1080 IDH1 knockdown viability, ATP luminescence, 48 h | Potency, µM (series often up to 46.1 µM), without a hit: at the highest dose activity, negative = toxicity, usual class: cytotoxic | actives 2% (n = 360,000);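 further: potency means the concentration at half of the fitted maximal effect; 0% = DMSO wells and -100% = cell-free medium wells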
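IDH1KD HT-1080 cells, 750/well, RPMI + 5% FBS; compound pinned after 2 h settling; 48 h, 37 °C; CellTiter-Glo luminescence; % activity normalised to DMSO and no-cell wells; curves fitted, classed by r2 and efficacy.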
D3 antag – qHTS of D3 Dopamine Receptor Antagonist: qHTS; D(3) dopamine receptor (Homo sapiens), P35462; actives 2.5% (n = 360,000); AID 652054, 2013; D3R cells, DiscoveRx beta-arrestin luminescence, antagonist mode; stronger effect = lower value; max response, negative = inhibition, %; in the data active means max response below about -50%; inconclusive means no clear call, values can overlap the other calls; further: on the % scale 0 is the no-effect control and ±100 the full control effect; mostly tested at two doses, the higher about 12 µM
Target sequence (P35462 whole entry, looked up): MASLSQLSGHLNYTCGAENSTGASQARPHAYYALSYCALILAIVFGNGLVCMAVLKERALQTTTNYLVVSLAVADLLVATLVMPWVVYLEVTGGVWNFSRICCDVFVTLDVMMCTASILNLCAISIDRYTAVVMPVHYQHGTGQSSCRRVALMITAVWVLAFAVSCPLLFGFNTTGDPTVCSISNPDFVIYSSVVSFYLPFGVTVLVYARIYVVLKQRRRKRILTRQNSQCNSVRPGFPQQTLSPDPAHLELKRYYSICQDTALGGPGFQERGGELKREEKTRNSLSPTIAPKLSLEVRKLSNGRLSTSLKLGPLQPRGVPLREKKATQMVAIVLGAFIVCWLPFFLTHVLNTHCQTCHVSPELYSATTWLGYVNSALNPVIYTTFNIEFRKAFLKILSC
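Cells plated overnight at 1500 cells/well, then exposed to library compounds with dopamine controls for 90 minutes at 37 degrees C. DiscoveRx reagent added for 30–60 minutes at room temperature; luminescence read, quantitative HTS format.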
D3 ag – qHTS of D3 Dopamine Receptor Agonist: qHTS; D(3) dopamine receptor (Homo sapiens), P35462; D3R DiscoveRx beta-arrestin cells, luminescence, 90 min; max activation, %; actives 0.58% (n = 410,000); in the data active means max activation above about 30%; further: 0% is about no effect; mostly tested at two doses, the higher about 12 µM
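Agonist mode: compounds and dopamine controls were applied to plated cells for 90 min at 37 degrees C after an overnight attachment at 1500 cells/well. Luminescent read-out followed 30 - 60 minutes at room temperature with DiscoveRx detection reagent.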
IL-1B inflam inh – qHTS for Inhibitors of Inflammasome Signaling: IL-1-beta AlphaLISA Primary Screen; THP-1 LPS/ATP IL-1B secretion, AlphaLISA, 16 h; stronger effect = lower value; activity change, % at 57.5 µM; actives 4.7% (n = 360,000); AID 743279, 2014; in the data active means activity change below about -50%; inconclusive means mostly about -30% to -49%; further: on the % scale 0 is the no-effect control and ±100 the full control effect
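THP-1 cells pretreated 1 hr with compounds (up to 57.5 uM final), then stimulated with LPS (250 ng/mL final) plus ATP (1.25 mM final); secreted IL-1B measured by AlphaLISA after 16 hr, decreased signal indicating inhibition.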
Numbers without * were called inactive; ? = inconclusive; / = not tested or not shown; [ ] = remark or other dose. Unless noted, the call rests on the fitted dose curve; in most records, active means well fitted curve in the direction sought with a large enough effect; inconclusive means small, poorly fitted or top-dose-only effect, or another doubt; inactive means no such curve, though single readings can be large; an effect the other way counts as inactive or inconclusive.

no.	canonical_smiles	KB-V1 cytotox	GLP1R ag	KB-3-1 tox	SW480 rereplic	HT1080-NT tox	HT1080 IDH1KD tx	D3 antag	D3 ag	IL-1B inflam inh
1	COc1ccc(-n2c(COc3cccc(C)c3)nnc2SCC(=O)NCc2ccco2)cc1	-3.4%	16.9%	-3.3%	1.1%	7.4%	6.7%	17.1	1.1	-26.1
2	CCCOc1cc(C)c(Cl)cc1S(=O)(=O)N(CC)CC	-14.7%	-0.2%	-6.9%	-3.4%	3.1%	0.4%	7.8	-1.0	-18.3
3	OCCn1cnc2c(SCc3ccccc3)ncnc21	-12.1%	19.8%	?	-1.4%	-14.0%	-9.3%	-2.3	1.3	-18.3
4	O=C(CCCCCNC(=O)c1ccccc1Br)N=Nc1c(O)[nH]c2ccccc12	8.5%	9.7%	4.0%	-35.9%[inhibitor]	10.6%	7.7%	-9.9	-3.1	4.6
5	S=C(NCc1cccnc1)Nc1ccc(Cl)c(Cl)c1	?	-0.2%	0.5%	-11.2%	?	?	-22.2	-6.9	-57.7*
6	CCC1CCCCN1C(=O)C1CC(c2cc(Cl)c(OC)cc2OC)=NO1 (stereo not given)	-7.1%	21.2%	-9.8%	24.7%	-3.6%	-5.5%	0.0	-27.5	-1.6
7	C[C@H]1COC(=O)[C@@H](CC(=O)OC(C)(C)C)C/C=C\C[C@@H](CC(=O)N[C@H](CO)Cc2ccccc2)C(=O)N1	-5.1%	-3.5%	0.0%	-13.2%	6.9%	9.3%	-4.5	-6.3	2.1
8	Cc1cccc(C(=O)NNC(=O)c2c(O)c3ccccc3n(C)c2=O)c1	?	0.5%	-10.9%	-20.6%	?	?	57.8	30.5*	-1.9
9	Cc1[nH][nH]c(=O)c1C=NCc1cccs1	?	-4.5%	9.2%	-2.1%	3.3%	3.0%	20.0	-0.7	35.8
10	COc1ccc(C2CC(=O)C(C3NCCc4ccccc43)=C(O)C2n2cncn2)cc1 (stereo not given)	2.8%	0.3%	5.6%	5.7%	0.4%	9.8%	-12.3	0.0	0.0
11	CCCCN(C(=O)CNC(=O)c1ccco1)C(C(=O)NC1CCCCC1)c1ccc(OC)cc1OC (stereo not given)	0.2%	-6.8%	-2.7%	0.6%	-1.1%	-1.2%	19.7	1.8	-14.3
12	C/C(=N/NC(=O)c1ccccn1)c1ccc(O)cc1	0.0%	-0.9%	0.5%	-4.2%	-0.3%	-4.8%	9.1	-4.0	-14.2
13	CCOC(=O)C1CCCCN1C(=O)c1cc2ccc(OC)cc2c2cc(OC)c(OC)cc12 (stereo not given)	-24.8%	-8.0%	-0.5%	-4.3%[9.22 µM]	-18.1%	-5.5%	81.5	20.3	20.7
14	Cc1cccc2c(=O)c(Br)c(C)n(Cc3ccccc3)c12	1.5%	5.5%	-6.0%	-116.3%[inhibitor]	1.4%	15.4%	10.1	-3.7	29.4
15	CC(C)CNC(=O)C1C(=O)Nc2ccccc2C(=O)N1C1CCCCC1 (stereo not given)	2.1%	/	10.6%	/	-10.3%	-11.4%	10.0	5.4	-11.1
16	CC(=O)N1CCN=C1SCc1ccc(C(F)(F)F)cc1	0.0%	-3.7%	-0.3%	-9.1%	0.6%	0.0%	-19.7	-3.4	-6.3
17	COc1ccc([C@H]2N[C@]3(CCCN(Cc4ccc(F)cc4)C3=O)[C@H]3C(=O)N(C)C(=O)[C@@H]23)cc1	12.9%	-5.4%	6.4%	/	3.3%	8.6%	-6.0	-4.7	5.6
18	CN(C)c1nc(C(=O)Nc2ccccc2)nc(N(C)C)n1	-23.2%	9.7%	-7.6%	0.0%	-2.7%	-2.5%	-21.7	-2.0	6.7
19	O=C1C=C(c2ccc(F)nc2)C[C@@H](c2ccc3c(c2)OCO3)C1	-7.4%	-2.2%	-2.0%	-11.3%	0.0%	-1.9%	-8.5	2.4	7.6
20	CC(C)c1c(C(=O)N/N=C/c2ccncc2)nnn1-c1nonc1N	25.9%	2.0%	10.5%	-13.1%	2.9%	-0.4%	-11.9	-4.4	-23.4
21	O=C(O)c1ccc(NNC(=S)Nc2cc(C(F)(F)F)ccc2Cl)cc1	-11.8%	-5.8%	4.6%	-4.4%	-2.0%	-7.9%	-9.7	-2.8	29.6
22	CCC1Oc2ccccc2N(CC(=O)NCc2ccco2)C1=O (stereo not given)	18.8%	-4.3%	14.2%	-6.3%	-19.0%	10.7%	16.7	0.7	-0.7
23	CCOC(=O)C1(Cc2cccc(F)c2)CCN(CC(O)CO)CC1 (stereo not given)	-3.3%	11.7%	-1.6%	-2.1%	2.4%	7.4%	16.3	9.6	0.5
24	COc1ccccc1N1CCN(C(c2ccccn2)c2nnnn2C2CCCCC2)CC1 (stereo not given)	-11.3%	6.3%	3.0%	-2.8%	-4.4%	-5.0%	-66.0*	1.4	-13.9
25	CCc1ccc(NC(=O)c2ccc3c(=O)n4nc(Nc5ccccc5C)sc4nc3c2)cc1	?	-2.4%	-5.5%	/	/	/	/	1.7	/
26	CN1CCCN(C(=O)c2cccc(Br)c2)CC1	-2.3%	8.8%	-1.0%	?	-2.4%	2.9%	-7.9	-6.9	3.0
27	CCC(=O)C1CCCN(C(=O)c2ccc(OC)c(OC3CCN(C(C)=O)CC3)c2)C1 (stereo not given)	-1.9%	2.6%	10.9%	-8.2%	13.5%	10.8%	-0.7	0.9	8.5
28	S=C(NCc1ccccn1)Nc1ccc(Cl)cc1	-4.4%	6.5%	-7.8%	-5.4%	2.8%	-3.7%	?	-11.4	-29.1
29	CSc1ncc(Cl)c(C(=O)Nc2ccccc2C)n1	16.9%	8.9%	3.1%	-0.4%	1.5%	4.2%	1.8	7.1	32.0
30	COc1ccc(CCN(C)c2ccc(S(=O)(=O)N3CCCC3)cc2[N+](=O)[O-])cc1OC	2.59µM*	25.4%	?	25.9%	-6.9%	-16.1%	-0.8	-4.7	-14.8
31	Cc1c(C(=O)NCc2ccco2)oc2c(Cl)cccc12	6.8%	22.2%	23.3%	5.1%	6.6%[9.24 µM]	3.9%	0.3	-4.0	36.9
32	O=C(C1CCCO1)N(Cc1ccccc1)c1ccccc1 (stereo not given)	?	-9.8%	-1.5%	-11.8%	19.2%	-4.4%	?	0.4	9.3

Part of the list above in order of SMILES length, low to high:
no.	canonical_smiles	KB-V1 cytotox	GLP1R ag	KB-3-1 tox	SW480 rereplic	HT1080-NT tox	HT1080 IDH1KD tx	D3 antag	D3 ag	IL-1B inflam inh
6	CCC1CCCCN1C(=O)C1CC(c2cc(Cl)c(OC)cc2OC)=NO1 (stereo not given)	-7.1%	21.2%	-9.8%	24.7%	-3.6%	-5.5%	0.0	-27.5	-1.6
13	CCOC(=O)C1CCCCN1C(=O)c1cc2ccc(OC)cc2c2cc(OC)c(OC)cc12 (stereo not given)	-24.8%	-8.0%	-0.5%	-4.3%[9.22 µM]	-18.1%	-5.5%	81.5	20.3	20.7
11	CCCCN(C(=O)CNC(=O)c1ccco1)C(C(=O)NC1CCCCC1)c1ccc(OC)cc1OC (stereo not given)	0.2%	-6.8%	-2.7%	0.6%	-1.1%	-1.2%	19.7	1.8	-14.3

The list continues:
no.	canonical_smiles	KB-V1 cytotox	GLP1R ag	KB-3-1 tox	SW480 rereplic	HT1080-NT tox	HT1080 IDH1KD tx	D3 antag	D3 ag	IL-1B inflam inh
33	CCOc1ccc(NS(=O)(=O)c2cccc(C(=O)NCC3(N(C)C)CCCCC3)c2)cc1	?	0.6%	14.5%	19.5%	-2.3%	-11.7%	13.4	-4.8	-2.6
34	CCc1ccc2oc(-c3cccc(NC(=O)C(C)(C)Oc4ccc(Br)cc4)c3)nc2c1	-20.0%	-6.0%	4.3%	/	/	/	/	-2.3	/
35	CCOC(=O)C1CCCN(C(=O)c2cccc(C(F)(F)F)c2)CC1 (stereo not given)	1.1%	-4.4%	0.0%	/	3.2%	3.4%	14.2	6.5	29.7
36	NCC1C2CCC(O2)C1CO (stereo not given)	6.6%	6.0%	21.4%	/	11.3%	3.1%	4.2	8.5	-4.5
37	CSCCC(NC(=O)c1ccco1)C(=O)NCC1CCCCC1 (stereo not given)	-24.7%	-3.2%	7.6%	?	-1.7%	1.5%	-4.4	-12.3	1.9
38	Cc1c(/C=N\NC(=O)c2ccc([N+](=O)[O-])cc2)cnn1C	-2.1%	-2.5%	11.3%	1.8%	4.9%	3.6%	-7.1	1.0	14.5
39	C=CCn1c(N)c(C(=O)Nc2cccc(C)c2)c2nc3ccccc3nc21	20.6µM*	7.2%	1.0%	?	-8.5%	?	19.5	-1.9	-60.8*
40	CCCCCC(=O)Nc1ccc(C(=O)N/N=C/c2ccc([N+](=O)[O-])cc2)cc1	14.1%	1.5%	-4.3%	-3.2%	?	?	6.8	9.6	46.9
41	C/C=C/c1ccc(OCC(=O)OCc2csc(Nc3ccc(C)cc3)n2)c(OC)c1	0.5%	0.1%	1.7%	1.6%	0.6%	-2.2%	-10.5	-1.3	-7.4
42	c1ccc(-n2c(Sc3cnccn3)nnc2-c2cccs2)cc1	2.5%	10.8%	7.2%	0.9%	-2.8%	3.3%	5.3	2.3	-8.8
43	O=C(NCCc1ccccc1)c1cccc2c1C(=O)N(C1CCCCC1)C2	12.4%	-1.7%	11.5%	-19.0%	0.9%	13.1%	10.8	2.5	?
